# Compound activity from PubChem.
# Cardio protect: protects H9c2 cardiomyocytes from peroxide injury; H2O2 injury protection, ATPLite, 2 h; actives 0.63% (n = 360,000); protection from H2O2 cell death, % at 20 µM;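 active means compounds giving at least 50% protection of heart cells from peroxide-induced death in the single-dose screen, raw or plate-pattern-corrected value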;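 further: 0% = DMSO wells with peroxide and 100% = DMSO wells without peroxide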
# iPSC survival up: enhancers of human iPSC single-cell survival; hiPSC single-cell survival, ATPlite luminescence; 100% = ROCK inhibitor wells, 0% = DMSO; survival enhancement, % at 20 µM; actives 0.044% (n = 360,000); AID 602274; in the data active means survival enhancement above about 18%;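 further: cells exposed to compounds for 16 hours before the ATP read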
# aDG glyco act: alpha-DG glycosylation activation | Pro5-aDG cells, alpha-DG glycosylation AlphaScreen (IIH6); 0% Pro5, 100% B10-LARGE cell signal | activation, % at 10 µM | actives 0.22% (n = 360,000);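 active means activation of at least 8% versus controls, or a plate z-score of at least 8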;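 further: Pro5 are CHO cells carrying HIG-tagged alpha-DG that lacks glycosylation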
# Glyco luc inh: blocks N-linked glycosylation in D54 reporter cells. D54 ERlucT glycosylation luciferase reporter, 24 h; percent of 100 nM tunicamycin response. reporter increase, % at 12.5 µM. actives 0.23% (n = 360,000);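 active means mean luciferase reporter signal, scaled so untreated is 0 and the glycosylation-blocking control 100, at or above a set limit in every replicate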;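 further: luciferase carries N-glycosylation sites so blocking glycosylation raises the light; 0% = median of neutral control wells and 100% = median of 100 nM tunicamycin wells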
# ABCB6 inh 2: inhibitors of human ABC transporter ABCB6 | Q9NP58 | K562-ABCB6 porphyrin accumulation, flow cytometry, 1 h; hits give low values | fluorescence ratio to DMSO, % at 10 µM | actives 0.19% (n = 360,000) | AID 602162;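 active means fluorescence ratio to DMSO below 75%, the collection mean minus 3 SD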;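 further: signal is porphyrin accumulated inside mitochondria; 100% equals median channel fluorescence of DMSO control wells; lower ratio means ABCB6 inhibition with less porphyrin fluorescence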
# MC4R antag cAMP: antagonists of human melanocortin 4 receptor (MC4R); actives 0.48% (n = 360,000); inhibition, % at 6.5 µM; MC4R-expressing cells, MTII-stimulated cAMP, LANCE TR-FRET; P32245;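 active means inhibition above its plate's cutoff, the mean of tested wells on that plate plus 3 SD, cut at about 29% in these data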;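 further: 0% = Melanotan II alone and 100% = Melanotan II plus saturating MCL0020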
# Target sequence (P32245 whole entry, looked up): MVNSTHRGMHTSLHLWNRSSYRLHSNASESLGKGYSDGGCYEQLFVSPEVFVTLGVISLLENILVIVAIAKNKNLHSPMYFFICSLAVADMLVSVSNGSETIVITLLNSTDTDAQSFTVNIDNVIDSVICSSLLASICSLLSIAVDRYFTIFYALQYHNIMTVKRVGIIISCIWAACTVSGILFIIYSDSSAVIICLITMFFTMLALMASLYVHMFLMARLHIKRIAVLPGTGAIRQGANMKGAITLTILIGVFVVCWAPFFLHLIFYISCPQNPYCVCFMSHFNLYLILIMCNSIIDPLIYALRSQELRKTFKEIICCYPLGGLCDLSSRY
#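 System – human MC4R-expressing U2OS cells · Also added – Melanotan II · Dosing – one concentration, 6.5 µM nominal · Timing – 30-min compound, 1-h challenge, 1-h detection, room temperature · Measured by – Eu-cAMP/anti-cAMP TR-FRET, emission 671 nm · Replicates – singlicate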
# ABHD5 PLIN5 PPI: inhibitors of human ABHD5-perilipin-5 interaction; Q00G26+Q8WTS1; Split G. princeps luciferase complementation, luminescence, 4 h; inhibition, % at 4 µM; actives 0.78% (n = 360,000); AID 602281;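 active means inhibition above the mean inhibition across every tested compound plus 3 SD, cut at about 22% in these data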;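 further: 0% = DMSO only wells and the 100% control is not disclosed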
# MC4R ag barr: human MC4R agonism via beta-arrestin | U2OS MC4R beta-arrestin complementation, luminescence; percent of melanotan II response, DMSO zero | activation, % at 8.9 µM | P32245 | actives 0.98% (n = 360,000);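 active means activation above a per-plate cutoff, the mean activation of sample wells on that plate plus 3 SD, cut at about 8% in these data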
# Granule exo inh: lytic granule exocytosis inhibition | inhibition, % at 10 µM | actives 0.66% (n = 360,000) | TALL-104 LAMP-1 surface exposure, flow cytometry; cells stimulated with thapsigargin and PMA;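 active means inhibition above about 55%, limit read from the data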
# HTR2A ag: agonists of mouse serotonin 5-HT2A receptor (HTR2A); P35363; CHO-K1 mHTR2A beta-arrestin complementation, luminescence; percent of 30 µM serotonin response; actives 0.66% (n = 360,000); activation, % at 7.6 µM; AID 624169;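 active means activation above a run cutoff, the mean activation of all tested compounds plus 3 SD, cut at about 14% in these data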;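 further: 0% = plate median of compound wells and 100% = 30 µM serotonin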
# Target sequence (P35363 whole entry, looked up): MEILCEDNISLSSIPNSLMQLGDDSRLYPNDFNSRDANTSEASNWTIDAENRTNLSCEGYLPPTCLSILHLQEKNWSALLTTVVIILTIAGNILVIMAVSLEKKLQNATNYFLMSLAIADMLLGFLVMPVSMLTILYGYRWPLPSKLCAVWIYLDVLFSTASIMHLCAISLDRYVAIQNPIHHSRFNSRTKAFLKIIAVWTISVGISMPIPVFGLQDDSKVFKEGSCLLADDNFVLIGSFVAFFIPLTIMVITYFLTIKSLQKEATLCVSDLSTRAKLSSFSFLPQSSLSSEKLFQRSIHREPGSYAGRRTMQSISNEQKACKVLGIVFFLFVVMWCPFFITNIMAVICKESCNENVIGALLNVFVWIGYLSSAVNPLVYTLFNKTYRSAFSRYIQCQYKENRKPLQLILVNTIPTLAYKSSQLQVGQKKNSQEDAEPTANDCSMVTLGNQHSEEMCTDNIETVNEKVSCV
# * hit, by the source's call. Compounds as they come, and some 4.5% of all compounds hit somewhere here.
SMILES,Cardio protect,iPSC survival up,aDG glyco act,Glyco luc inh,ABCB6 inh 2,MC4R antag cAMP,ABHD5 PLIN5 PPI,MC4R ag barr,Granule exo inh,HTR2A ag
Cc1ccc(OCC(=O)NC(C)c2ccc(Cl)c(Cl)c2)c([N+](=O)[O-])n1 (stereo not drawn),-4.8,-0.3,0.3,-3.1,100.0,-5.8,3.9,0.5,9.1,1.9
Cc1c(NC(=O)c2ccc3c(c2)OCO3)cccc1-c1nc2ccccc2s1,-6.5,-0.9,-0.1,-1.2,95.0,6.8,-5.7,2.9,-0.8,-3.5
Fc1ccc(CSc2nsc(SCc3ccc(F)cc3)n2)cc1,0.0,-5.0,0.1,-1.7,101.0,-2.6,0.2,-1.4,-5.4,-2.7
Clc1ccccc1OCc1nn[nH]n1,1.5,-0.8,-0.1,2.0,97.0,-4.0,-1.4,-1.8,-3.2,1.1
O=C(Nc1nc(-c2cccs2)c(C(=O)C(F)(F)F)s1)c1ccccc1,-29.6,-0.6,0.0,-3.8,95.0,-3.4,5.1,1.6,41.6,0.9
Cc1nn(Cc2ccccc2Cl)c(Cl)c1/C=C/C(=O)OCC(=O)NC1CCS(=O)(=O)C1 (stereo not drawn),0.4,7.0,0.1,0.9,100.0,19.1,-10.2,4.4,-3.7,-0.1
N#Cc1ccc(Oc2ccc(C#N)c(C#N)c2)cc1C#N,-0.8,-1.9,-0.3,2.7,102.0,3.9,4.1,-1.3,-2.5,4.9
COCCOc1ccc(C(F)(F)F)cc1NC(=O)CN1C(=O)NC(C)(c2ccc3c(c2)OCO3)C1=O (stereo not drawn),-1.3,-0.5,-0.3,6.1,99.0,18.4,-10.2,-2.3,-2.3,-0.3
CCSc1ccc(-c2cc(NC=O)c3ncc(-c4cccc(C(=O)NCCN(C)C)c4)n3c2)cc1,-11.1,-2.5,-0.9,-14.1,105.0,2.4,19.1,10.9*,26.6,-10.0
CC(NC1c2ccccc2-c2ccccc21)c1ccccc1 (stereo not drawn),-17.5,-0.8,0.1,-0.9,100.0,10.5,-9.6,5.4,26.6,-0.2
Cn1cc(/C=C2\SC(=S)N(NC(=O)c3cccc(Cl)c3)C2=O)c2ccccc21,-1.5,-0.1,0.1,1.2,117.0,17.9,1.4,0.2,-2.0,4.2
CCOc1cc(/C=N/N2CCN(Cc3ccccc3)CC2)ccc1O,1.3,-0.6,0.1,1.5,98.0,7.0,-1.5,-1.9,5.0,-5.0
Cc1ccc(Oc2nc(-c3cccnc3)nc3ccccc23)c([N+](=O)[O-])n1,16.2,0.7,0.2,-4.1,99.0,15.6,-0.9,-1.7,-0.6,5.7
C#CCN(Cc1ccco1)C(=O)c1cc(COc2cccc3cccnc23)on1,-1.5,-0.9,0.1,-0.5,99.0,4.2,5.8,-0.7,-8.8,-0.1
COc1ccccc1OCC(=O)NNC(=O)CCCC(=O)NNC(=O)COc1ccccc1OC,0.5,-0.4,0.1,2.1,102.0,7.2,-2.2,0.0,4.2,4.2
Cc1cc(F)ccc1NC(=O)c1cnccn1,0.7,0.1,0.6,1.8,103.0,16.4,5.8,4.0,4.0,2.3
O=C(OCC(=O)c1ccc(Cl)cc1Cl)c1cnccn1,3.6,-0.3,0.0,0.5,100.0,17.9,-1.5,-1.0,-9.3,4.2
Cc1ccc(C(O)c2ncc(-c3ccc4ccccc4c3)[nH]2)cc1F (stereo not drawn),-21.6,-0.1,0.1,-1.7,99.0,6.7,-7.7,5.3,-9.5,-4.0
CN(Cc1cccc(F)c1)CC(O)COCc1ccccc1Cl (stereo not drawn),6.6,-1.0,-0.1,0.4,100.0,1.6,3.6,-4.4,-0.4,-2.6
O=C(CSc1nnc(-c2ccco2)o1)Nc1cccc([N+](=O)[O-])c1,-1.0,-0.3,-0.3,0.8,103.0,5.7,13.2,-0.4,-0.1,7.0
COC(=O)c1cc(=O)n(CCc2ccccc2)c(=Nc2ccc(F)cc2)s1,-8.2,-3.0,-0.1,0.5,102.0,12.0,11.0,-1.1,0.2,11.6
Cc1cccc(NC(=O)CCN2CCCC(C)C2)c1 (stereo not drawn),14.0,-0.7,-0.1,-1.6,102.0,2.7,6.6,0.8,-5.3,-4.4
Cc1cccc(-n2nc3c(c2NC(=O)C2CC2)CS(=O)(=O)C3)c1C,-2.7,-0.2,-0.2,-2.5,101.0,-6.7,0.1,-2.0,15.1,-1.5
CC(=O)Nc1nc(-c2cccs2)cs1,2.8,-0.3,-0.1,2.7,90.0,10.8,2.1,-1.8,-0.1,3.6
Cc1noc(C)c1S(=O)(=O)N1CCCC(C(=O)Nc2ccc(Cl)cn2)C1 (stereo not drawn),-10.9,-0.5,-0.1,-4.4,86.0,5.3,-0.3,-0.6,-3.1,5.0
O=c1[nH]c2ccccc2n2c(C(F)(F)F)nnc12,12.4,0.6,0.5,-5.8,102.0,7.1,-6.6,-2.7,-12.3,5.1
O=C(NC1CCSc2ccccc21)c1ccccc1Cl (stereo not drawn),3.1,-0.5,0.0,0.1,101.0,1.9,-2.0,-2.4,4.2,0.9
COc1cccc(/C=N/NC(=O)CNC(=O)c2ccc(S(=O)(=O)N3CCOCC3)cc2)c1OC,-8.6,-0.1,0.1,-1.9,105.0,4.0,1.8,0.4,0.5,-4.0
Cc1[nH]c(=O)[nH]c(=O)c1S(=O)(=O)N(CC(C)C)CC(C)C,1.6,0.2,0.3,1.6,90.0,0.8,4.5,1.3,8.6,-1.9
CCOC(=O)CCCCCC(=O)Nc1ccc2c(c1)CC(=O)N([C@@H](C)CO)C[C@H](C)[C@@H](CN(C)C(=O)Nc1ccc3c(c1)OCO3)O2,-2.9,-2.2,0.3,1.8,92.0,-1.6,-5.5,-1.4,30.6,-1.6
Cc1cccc(N2C(=O)CC(Sc3nc(C)c4c(n3)CCCC4)C2=O)c1 (stereo not drawn),1.6,-0.8,-0.1,-0.1,97.0,0.6,6.3,0.0,1.6,2.3
Cc1ccc(OCC(=O)NCCCNC(=O)c2ccncc2)cc1,-4.9,0.5,0.0,-1.7,90.0,3.3,3.5,-1.9,2.3,0.7
O=C(c1ccc2ccccc2c1)C1CCCN(C(=O)c2cccnc2)C1 (stereo not drawn),5.0,-0.6,0.0,0.5,100.0,15.3,5.3,-1.3,65.8*,1.7
Cc1c(Cl)cccc1NC(=S)N1CCOCC1,10.1,1.5,0.3,-0.3,105.0,12.9,-3.4,3.4,-6.8,3.4
COc1ccc(C(=O)CSc2nnc(NC(=O)C3CC(=O)N(c4cccc(OC)c4)C3)s2)cc1 (stereo not drawn),-1.6,0.9,0.1,0.7,99.0,-6.5,9.3,1.3,-3.3,1.9
O=C(NCc1ccccc1)c1cccc(NC(=O)C2CCCCC2)c1,-0.6,-1.5,0.0,-1.6,94.0,5.3,7.2,-0.3,-8.9,5.0
N#Cc1ccc(OCC(=O)NNC(=O)C2CCCCC2)cc1,3.6,0.2,0.1,0.0,101.0,6.9,14.7,-1.4,0.3,-8.5
O=C(CC1C(=O)OCN1C(=O)OCc1ccccc1)OCC(=O)c1ccccc1 (stereo not drawn),8.8,-1.1,-0.2,-0.9,97.0,15.3,1.5,2.0,-0.3,0.0
COc1cccc(C=O)c1OC(=O)N1CCOCC1,3.5,0.0,0.2,2.0,99.0,2.8,-5.7,0.3,6.1,1.7
CCC1(C)Cc2c(sc3nc4n(c(=O)c23)CCCS4)CO1 (stereo not drawn),-5.6,0.0,-0.1,0.9,103.0,-2.8,-1.2,-2.1,-1.5,-0.2
CC(C)(C)c1ccc(-c2nnc(SCCN3C(=O)c4ccccc4C3=O)o2)cc1,-20.2,1.5,0.0,1.3,97.0,7.1,-1.6,-1.8,-2.4,-5.0
CC(=O)Nc1ccc(S(=O)(=O)NC2(C(F)(F)F)C(=O)Nc3c2c(=O)[nH]c(=O)n3Cc2cccnc2)cc1 (stereo not drawn),2.2,2.8,-0.4,1.4,98.0,3.8,-4.2,2.0,1.8,4.9
Cc1nnc(SCC(=O)NCCOc2ccc(Cl)cc2)n1-c1ccccc1,6.1,1.4,0.7,-0.7,110.0,-2.8,5.7,-1.0,-4.1,0.9
CC(C)(C)c1ccc(CC(=O)N2CCC2(C)C(=O)Nc2cccc3c2CCCC3)cc1 (stereo not drawn),-1.7,-1.5,0.1,-2.3,99.0,2.1,-17.9,-0.1,-5.1,-5.3
Cc1ccc(Nc2nc(-c3ccncc3)nc3ccccc23)cc1,-2.4,-0.3,0.1,-11.1,88.0,6.0,-4.6,2.6,-2.5,11.6
Oc1ccc(/C=N/Nc2ncc(Br)cn2)c(O)c1,38.0,-4.1,1.7,-10.9,92.0,-4.2,-7.2,-1.9,-2.3,-2.8
Cc1ccc(CN2CCN(/N=C/c3cccnc3)CC2)cc1,5.3,2.4,0.1,-6.1,103.0,-1.4,3.7,0.9,-2.4,0.7
NNC(=O)c1nn(-c2ccc(Cl)cc2)ccc1=O,5.6,0.5,0.1,0.1,94.0,1.0,2.7,-1.0,1.3,0.0
Cc1cnc(C(=O)OCC(=O)c2ccc[nH]2)cn1,6.5,-0.4,-0.2,1.9,98.0,12.7,9.1,-3.3,-4.0,0.1
O=C(COC(=O)c1ccc(Cl)c(S(=O)(=O)N2CCCCC2)c1)NCC1CCCCC1,-2.5,-0.5,0.4,0.5,95.0,-1.8,1.7,0.1,1.3,-1.6
CCOC(=O)CC(=O)CSc1nc(C)cc(C)c1C#N,8.5,-0.8,-0.2,0.3,98.0,6.8,2.1,-1.6,-1.3,1.9
CCOC(=O)CNc1c(-c2ccc(O)cc2)nc2ccccn12,13.4,0.2,0.0,2.1,97.0,2.9,8.8,-2.1,-9.0,2.3
CC(C)C/C=C1\CCc2c([nH]c3ccccc23)C1=O,-9.4,0.6,-0.7,1.2,101.0,7.6,4.4,4.6,-2.7,4.1
CC(=O)OCC1OC(OCc2cn(C[C@H]3CC[C@H](Cn4cc(COC5OC(COC(C)=O)C(OC(C)=O)C(OC(C)=O)C5OC(C)=O)nn4)O3)nn2)C(OC(C)=O)C(OC(C)=O)C1OC(C)=O (stereo partly drawn),6.5,-0.2,-0.1,-0.6,99.0,5.2,-1.3,-1.3,-18.4,6.0

# Retrieved by compound from above, 4 records:
SMILES,Cardio protect,iPSC survival up,aDG glyco act,Glyco luc inh,ABCB6 inh 2,MC4R antag cAMP,ABHD5 PLIN5 PPI,MC4R ag barr,Granule exo inh,HTR2A ag
O=C(COC(=O)c1ccc(Cl)c(S(=O)(=O)N2CCCCC2)c1)NCC1CCCCC1,-2.5,-0.5,0.4,0.5,95.0,-1.8,1.7,0.1,1.3,-1.6
Cc1cnc(C(=O)OCC(=O)c2ccc[nH]2)cn1,6.5,-0.4,-0.2,1.9,98.0,12.7,9.1,-3.3,-4.0,0.1
CC(=O)OCC1OC(OCc2cn(C[C@H]3CC[C@H](Cn4cc(COC5OC(COC(C)=O)C(OC(C)=O)C(OC(C)=O)C5OC(C)=O)nn4)O3)nn2)C(OC(C)=O)C(OC(C)=O)C1OC(C)=O (stereo partly drawn),6.5,-0.2,-0.1,-0.6,99.0,5.2,-1.3,-1.3,-18.4,6.0
CCOC(=O)CNc1c(-c2ccc(O)cc2)nc2ccccn12,13.4,0.2,0.0,2.1,97.0,2.9,8.8,-2.1,-9.0,2.3
